# Assay outcomes (PubChem)
# Xi reactivation = reactivates the inactive X chromosome in mouse fibroblasts | 360,000 tested, 0.055% active | XiGFP mouse fibroblasts, % GFP-positive cells imaging, 3 d; cells co-treated with 5-aza-dC sensitizer; scaled so ellipticine positive control = 100% | activation, % at 7.58 µM;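 active = mean normalized replicate activation at least 10% and every replicate at or above 10%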;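 also: 0% = median of on-plate neutral control wells and 100% = ellipticine 6 µM median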
#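 System: XiGFP fibroblasts, SV40-immortalized. Medium: DMEM plus 5-aza-dC sensitizer. Doses: single point. Timing: 3 d treatment, 15 min room-temperature fixation. Control set: ellipticine 6 µM.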
# PGC1a acetyl inh = lowers PGC1a acetylation signal in U2OS cells. AlphaScreen anti-acetyl-lysine; with virally co-expressed GCN5 acetyltransferase. inhibition, % at 15.6 µM. 350,000 tested, 0.17% active. AID 651687;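 active = every replicate shows inhibition of at least 40%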;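 also: 0% = neutral control wells and 100% = positive control wells; some results beyond the cut were filed as inactive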
# C2C12 statin = protects C2C12 myotubes from simvastatin toxicity | ATP luminescence, 48 h; scaled: DMSO 0, geranylgeraniol control 100 | rescue of ATP level, % at 7.49 µM | 330,000 tested, 0.78% active | AID 602340;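 active = mean ATP rescue above about 67%, or every replicate alone reaching that limit, limit read from the data, passing the limit was not always enough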;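 also: myotubes were challenged with 10 µM simvastatin during compound exposure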
# ERAP1 inh = ERAP1 (human) enzyme inhibition; 340,000 tested, 0.15% active; recombinant ERAP1, Leu-AMC fluorescence, 60 min; inhibition, % at 10.7 µM; Q9NZ08; AID 652197;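 active = mean replicate inhibition of at least 30%, or all replicates individually reaching that 30% level; inactive = mean below 30% and not every replicate reaching it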;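 also: 0% = neutral control wells and 100% = L-leucinethiol positive control wells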
# Target sequence (Q9NZ08 whole entry, looked up): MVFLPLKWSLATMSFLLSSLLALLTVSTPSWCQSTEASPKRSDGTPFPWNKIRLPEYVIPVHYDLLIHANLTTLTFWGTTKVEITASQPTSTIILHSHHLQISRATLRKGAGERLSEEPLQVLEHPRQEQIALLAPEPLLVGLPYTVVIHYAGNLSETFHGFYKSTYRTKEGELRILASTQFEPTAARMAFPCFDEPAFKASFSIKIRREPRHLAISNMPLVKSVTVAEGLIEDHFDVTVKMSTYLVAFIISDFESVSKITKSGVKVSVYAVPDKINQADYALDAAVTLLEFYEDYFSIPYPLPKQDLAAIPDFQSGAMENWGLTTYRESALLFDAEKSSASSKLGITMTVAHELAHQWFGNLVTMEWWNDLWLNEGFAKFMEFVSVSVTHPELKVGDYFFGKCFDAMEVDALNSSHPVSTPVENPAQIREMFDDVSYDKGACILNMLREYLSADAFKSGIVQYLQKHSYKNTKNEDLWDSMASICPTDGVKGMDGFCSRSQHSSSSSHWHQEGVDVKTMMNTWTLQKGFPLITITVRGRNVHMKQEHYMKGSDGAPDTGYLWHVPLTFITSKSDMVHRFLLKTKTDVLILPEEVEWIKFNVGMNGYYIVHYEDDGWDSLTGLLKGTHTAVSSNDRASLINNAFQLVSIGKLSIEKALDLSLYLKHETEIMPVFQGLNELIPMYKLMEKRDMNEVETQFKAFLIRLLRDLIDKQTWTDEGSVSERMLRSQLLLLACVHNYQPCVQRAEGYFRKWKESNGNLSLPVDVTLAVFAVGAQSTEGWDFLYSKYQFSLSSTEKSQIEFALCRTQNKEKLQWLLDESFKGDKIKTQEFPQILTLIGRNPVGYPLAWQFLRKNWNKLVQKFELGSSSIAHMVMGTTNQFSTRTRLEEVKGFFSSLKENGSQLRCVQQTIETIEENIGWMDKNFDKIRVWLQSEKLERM
# LGR2 inh = Drosophila LGR2 receptor signaling inhibition. 380,000 tested, 0.35% active. HEK293 LGR2, CRE-luciferase, bursicon-stimulated, 4 h. inhibition, % at 9.99 µM;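 active = drop in luminescence signal, shown as inhibition above about 50% in the replicate tests, limit read from the data, passing the limit was not always enough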;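 also: agonist challenge used bursicon conditioned medium at about half maximal strength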
# Cneo AK release = causes C. neoformans cell lysis | adenylate kinase release luminescence, 4 h; normalised: neutral wells 0, clomiphene wells 100 | lysis activity, % at 15 µM | 360,000 tested, 0.2% active;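 active = mean lysis activity across replicates of at least 80%, whatever share of replicates individually reach that level; inactive = mean lysis activity below 80%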
#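 Test system: log-phase Cryptococcus neoformans yeast cells; Quantity: yeast cell density of 5 × 10^6 cells/mL; Buffer or medium: YPD; Doses: single compound concentration per well; Timing: 4 h at 37 °C static, read 1 h later; Measured by: AK luminescence; Read-out basis: lysis from increased AK signal; Control set: Clomiphene as positive control.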
# S100A4 inh HTS = S100A4-myosin IIA interaction inhibition | P26447 | S100A4/TAMRA-MyoIIA peptide fluorescence polarization | inhibition, % at 10.7 µM | 360,000 tested, 0.14% active | AID 652163;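 active = mean inhibition of at least 70% across replicates, with every replicate also reaching that level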
# Target sequence (P26447 whole entry, looked up): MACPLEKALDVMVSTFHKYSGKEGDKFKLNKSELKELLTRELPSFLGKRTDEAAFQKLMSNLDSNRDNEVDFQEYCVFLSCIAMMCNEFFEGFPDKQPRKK
#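 assay system = human S100A4 monomer with TAMRA-labelled myosin IIA peptide | also added = labelled myosin peptide probe, 5 nM | incubation = 5 min between mix addition and reading | control set = DMSO and TFP controls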
# SIRT5 inh = inhibitors of human sirtuin-5 desuccinylase. inhibition, % at 15 µM. 330,000 tested, 1.1% active. Q9NXA8. Purified SirT5, succinyl-peptide AMC, trypsin-coupled fluorescence. AID 652115; in the data active = inhibition above about 15%
# The depositor's hits bear a star; / = no result given; & = joins results of further samples. A portion of the library (hit frequency here may not be typical).
item	structure	Xi reactivation	PGC1a acetyl inh	C2C12 statin	ERAP1 inh
1	CC1=C[C@H]2OC(=O)[C@@H](C)[C@H]2C[C@@H]2[C@H]1C[C@@H](O)[C@@]2(C)O	0.0	9	3	0
2	CCOC(=O)C1CCN(C(=O)CN2C(=O)NC3(CCCCC3)C2=O)CC1	0.0	1	9	-1
3	C/C(=N\NC(=S)NC1CCCCC1)c1ccc(OC(F)F)cc1OC(F)F	-0.1	7	/	0
4	COc1ccc(OC)c(NS(=O)(=O)c2c(C(=O)N3CCCCCC3)c(C)n(C)c2C)c1	0.2	-13	11	-1
5	Cc1ccc(CN2CCNC(=O)C2CC(=O)NC2CCCCCC2)cc1 (stereo not drawn)	0.0	0	-6	-1
6	CC1CCN(C(=O)c2[nH]cnc2C(=O)NCc2ccc(CNC(=O)OC(C)(C)C)cc2)CC1	0.0	4	-12	-1
7	OCCNc1ncnc2c1ncn2[C@H]1CN(Cc2ccc(-c3ccccc3)cc2)C[C@@H](CO)O1	/	/	13	2
8	CC(=O)Nc1ccc(S(=O)(=O)NCc2ccccn2)cc1	-0.1	/	/	3
9	C[C@H]1CN([C@@H](C)CO)C(=O)c2cc(N(C)C)ccc2O[C@@H]1CN(C)Cc1ccc2c(c1)OCO2	-0.7	-5	3	/
10	O=C(NCCCc1ccccc1)C1CCN(S(=O)(=O)c2ccc(F)cc2)CC1	0.3	2	11	2
11	Cc1ccc(C(=O)N/C(=C\c2cn(C)c3ccccc23)C(=O)NCCN2CCOCC2)cc1	0.1	/	/	0
12	CS(=O)(=O)NCCOc1ccc(S(=O)(=O)NCCOc2ccccc2)cc1	0.0	1	/	-2
13	COc1ccc(N2CCN(C(=O)COC(=O)c3cc(S(=O)(=O)N(C)C)ccc3N3CCCC3)CC2)cc1	0.0	/	24	1
14	C[C@H](CO)N1C[C@H](C)[C@@H](CN(C)Cc2ccc(-c3ccccc3)cc2)Oc2ccc(NC(=O)Cc3ccccc3)cc2CC1=O	0.3	-2	76*	0
15	CN1C[C@@H]2[C@H](c3ccccc31)[C@H](CO)N2Cc1ccccc1	0.3	-6	4	/

item	LGR2 inh	Cneo AK release	S100A4 inh HTS	SIRT5 inh
1	/	0	0	/
2	8	-1	-1	-1
3	28	/	-4	-2
4	18	-1	1	0
5	1	2	2	-3
6	-5	0	-3	17*
7	-3	0	2	-1
8	7	/	-2	-2
9	3	-9	/	/
10	4	0	-2	3
11	12	/	-7	10
12	/	/	2	1
13	2	11	-2	-2
14	20	0	-2	5
15	4	0	/	/

# Some values from the results shown:
# Cneo AK release with cpd 10 : 0
# SIRT5 inh with cpd 12 : 1
# C2C12 statin with cpd 6 : -12

# Remaining list, next part:
item	structure	Xi reactivation	PGC1a acetyl inh	C2C12 statin	ERAP1 inh
16	Cc1ccc(CNC(=O)[C@@H](NC(=O)C2CCN(C(=O)[C@@H]3CCCN3)CC2)C(C)C)cc1	/	5	-6	-3
17	C/C=C/c1ccc2c(c1)O[C@H](CN(C)C(=O)c1ccccn1)[C@@H](C)CN([C@@H](C)CO)S2(=O)=O	0.1	-21	-4	0
18	COc1cc(OC)c(NC(=O)c2ccc3c(SCC(=O)O)c4c(nc3c2)CCCC4)cc1Cl	0.0	/	7	5
19	CCn1c(=O)n(CC)c2cc(S(N)(=O)=O)ccc21	0.0	2	3	2
20	C[C@@H]1CN([C@H](C)CO)C(=O)c2cc(Br)cnc2O[C@@H]1CN(C)CC1CCOCC1	0.1	4	17	/
21	Cc1ccccc1C(=O)NC1CCN(C(=O)Nc2ccc(F)cc2)CC1	0.1	/	9	-1
22	OC(c1cccc(Cl)c1)c1nc(/C=C/c2ccccc2)cs1 (stereo not drawn)	0.0	/	4	5
23	C[C@@H]1CN([C@@H](C)CO)C(=O)c2cc(NC(=O)Nc3ccc(F)cc3)ccc2O[C@@H](C)CCCCO[C@H]1CN(C)C(=O)C1CCCCC1	0.0	3	/	1
24	Nc1c(C(=O)Nc2cccc(F)c2)nnn1-c1cccc(C(F)(F)F)c1	0.0	1	/	-2
25	CCN(CC)S(=O)(=O)c1ccc(C(=O)/C=C/c2ccc(-c3ccc([N+](=O)[O-])cc3)o2)cc1	0.0	3	-17	-1
26	O=C(Nc1ccc(C(=O)N2CCOCC2)cc1)c1cccc([N+](=O)[O-])c1	0.2	/	/	7
27	O=C(C[C@H]1CC[C@@H]2[C@H](COC[C@H](O)CN2C(=O)c2cnccn2)O1)NCc1ccc(Cl)cc1	0.3&0.0	8	7	1
28	CC1CCN(C(=O)CSc2nnc(CNC(=O)c3c(F)cccc3F)o2)CC1	0.1	/	9	1
29	C[C@H]1CCCCO[C@@H](CN(C)CC2CCCCC2)[C@@H](C)CN([C@@H](C)CO)C(=O)c2cc(NS(=O)(=O)c3ccc(Cl)cc3)ccc2O1	0.2	-15	/	/
30	O=C(C1=C[C@H](c2ccc(Br)cc2)C[C@H](OCCCCO)O1)N1CCN(Cc2ccc3c(c2)OCO3)CC1	/	4	8	-1

item	LGR2 inh	Cneo AK release	S100A4 inh HTS	SIRT5 inh
16	-3	0	3	0
17	-6	-4	-28	-1
18	15	/	-2	2
19	2	0	-16	-2
20	4	0	/	/
21	19	0	13	4
22	-4	-10	-4	-11
23	9	-2	-10	2
24	-38	/	-6	-1
25	-7	/	2	2
26	-7	/	-4	-3
27	-37&4	-3	3&-1	2&-4
28	-12	3	-4	1
29	-9	2	/	/
30	/	-10&4	-1	-2

# Screen by screen, quoted from above:
# Entries 17–24 in SIRT5 inh: -1, 2, -2, /, 4, -11, 2, -1
# Entries 17–24 in PGC1a acetyl inh: -21, /, 2, 4, /, /, 3, 1
# Entries 17–24 in Xi reactivation: 0.1, 0.0, 0.0, 0.1, 0.1, 0.0, 0.0, 0.0

# New compounds follow.
item	structure	Xi reactivation	PGC1a acetyl inh	C2C12 statin	ERAP1 inh
31	CC1N(C)c2cc(NC(=O)c3ccco3)ccc2C1(C)C (stereo not drawn)	/	/	/	1
32	O=C(NCc1ccccn1)c1cccc(S(=O)(=O)NCc2ccccc2)c1	0.0	29	7	0
33	CCC(=O)Nc1c(-c2ccccc2Cl)c(=O)c2ccccc2n1C	0.2	2	5	2
34	COC(=O)C[C@H]1C[C@@H]2c3cc(N(C)C)ccc3O[C@@H]2[C@H](CO)O1	1.4&0.0	-2&-10	3	-4&2
35	Cc1ccc(N(CC(=O)NC(C)C)C(=O)CCC(=O)Nc2nccs2)cc1C	0.2	5	3	-1
36	CCOC(=O)c1ccc2[nH]c3ccccc3c2c1	/	-21	6	1
37	C[C@@H]1CN([C@H](C)CO)C(=O)Cc2cc(NC(=O)CCN3CCOCC3)ccc2O[C@@H]1CN(C)Cc1ccc(Oc2ccccc2)cc1	0.2	-3	-4	4
38	COc1cc(NC(=O)c2ccc3nsnc3c2)cc(OC)c1OC	0.0	-5	-12	-4
39	O=[N+]([O-])c1cc(Cl)ccc1N1CCCCC1	-0.1	/	/	-2
40	N#Cc1cn(-c2ccccc2)nc1C(=O)c1ccccc1	/	7	14	/
41	Cc1cc(Cl)c(OCCOCCN2CCNCC2)c(Cl)c1	0.3	/	5	-3
42	N#CCSc1nc(Nc2ccc3c(c2)OCO3)c2ccccc2n1	/	-4	6	0
43	CC(Sc1nnc(CNC(=O)c2ccco2)n1C)C(=O)Nc1nccs1 (stereo not drawn)	0.0	9	-2	0
44	COc1ccc(NC(=O)N(C)C[C@H]2Oc3c(NC(=O)c4ccc(-c5nccs5)cc4)cccc3C(=O)N([C@@H](C)CO)C[C@H]2C)cc1	-1.2	5	/	-4
45	COc1ccc(NC(=O)CCNS(=O)(=O)c2cc(Br)cnc2N)cc1OC	0.0	-3	-6	0

item	LGR2 inh	Cneo AK release	S100A4 inh HTS	SIRT5 inh
31	28	/	180*	-1
32	-6	1	-2	-3
33	-6	0	-2	4
34	-13	-3	4&-1	0&0
35	-3	-3	5	-3
36	-100	-7	-1	-5
37	1	5	2	-5
38	-22	2	0	-3
39	-3	/	-4	-3
40	-37	2	/	/
41	-15	2	-3	/
42	21	-2	0	-3
43	-12	0	-6	-1
44	-20	2	2	0
45	11	1	-1	-3

# Next part; it opens with the 2 that closed the last part.
item	structure	Xi reactivation	PGC1a acetyl inh	C2C12 statin	ERAP1 inh
44	COc1ccc(NC(=O)N(C)C[C@H]2Oc3c(NC(=O)c4ccc(-c5nccs5)cc4)cccc3C(=O)N([C@@H](C)CO)C[C@H]2C)cc1	-1.2	5	/	-4
45	COc1ccc(NC(=O)CCNS(=O)(=O)c2cc(Br)cnc2N)cc1OC	0.0	-3	-6	0
46	CC(Sc1cnccn1)C(=O)O (stereo not drawn)	0.0	2	/	9
47	COc1ccc(NC(=O)N(C)C[C@@H]2OCc3cnnn3CCCC(=O)N([C@@H](C)CO)C[C@H]2C)c(OC)c1	0.1&0.2	11&-3	2&-27	-2&1
48	CCOc1cc(/C=C/c2ccc3cccc([N+](=O)[O-])c3n2)ccc1O	0.0	-6	/	0
49	C[C@H]1CN([C@@H](C)CO)C(=O)c2cc(NC(=O)Nc3ccc(F)cc3)ccc2O[C@@H]1CN(C)C(=O)Nc1ccccc1	-0.5	-3	-6	2
50	CO[C@H]1CN(C)C(=O)c2ccc(NC(=O)Nc3ccc(Cl)cc3)cc2OC[C@H](C)NC[C@@H]1C	0.0	8	-124	/
51	Cc1ccc(C(=O)NCC(=O)NCc2ccccc2F)s1	-0.7	-1	-2	2
52	O=C1C(Cl)=C(N2CCCCCC2)C(=O)N1c1ccc(Cl)cc1	-0.1	4	6	-1

item	LGR2 inh	Cneo AK release	S100A4 inh HTS	SIRT5 inh
44	-20	2	2	0
45	11	1	-1	-3
46	33	/	2	-1
47	-6&9	1&-1	-2&6	0&-1
48	-17	/	1	-4
49	-6	0	-12	9
50	3	/	/	/
51	0	1	-7	-4
52	-18	-5	-9	0

# By substructure, the compounds so far containing a furan ring, fused or not
item	structure	Xi reactivation	PGC1a acetyl inh	C2C12 statin	ERAP1 inh
25	CCN(CC)S(=O)(=O)c1ccc(C(=O)/C=C/c2ccc(-c3ccc([N+](=O)[O-])cc3)o2)cc1	0.0	3	-17	-1
31	CC1N(C)c2cc(NC(=O)c3ccco3)ccc2C1(C)C (stereo not drawn)	/	/	/	1
43	CC(Sc1nnc(CNC(=O)c2ccco2)n1C)C(=O)Nc1nccs1 (stereo not drawn)	0.0	9	-2	0

item	LGR2 inh	Cneo AK release	S100A4 inh HTS	SIRT5 inh
25	-7	/	2	2
31	28	/	180*	-1
43	-12	0	-6	-1
